bIAP inhibitor – blocks bovine intestinal alkaline phosphatase activity | AID 1019 | purified bovine IAP, CDP-star luminescence, 30 min | 190,000 tested, under 10 active | inhibition, % at 20 µM;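 active = over 50% inhibition of intestinal alkaline phosphatase at 20 µM in the single-dose screen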
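System: Purified bovine intestinal alkaline phosphatase (IAP) enzyme | Input: IAP diluted 1/65,000,000 in the well | Also added: CDP-star chemiluminescent phosphatase substrate, 30 µM final | Dosing: 20 µM single dose | Times: Enzyme reaction for 30 min at room temperature | Detection: Luminescence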
STAT1 blocker – STAT1 signaling inhibition; hit rate 0.35% among 200,000; NIH 3T3 STAT1-luciferase reporter, IFN-gamma, luminescence; AID 920; inhibition, % at 5.5 µM;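 active = inhibition above a set limit, the mean inhibition across all tested compounds plus 3 SD, cut at about 34% in these data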;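 also: 0% = IFN-gamma with DMSO and 100% = IFN-gamma with 300 µM nifuroxazide; values of inactives mirror those of a sister screen read the other way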
bIAP activator – increases bovine intestinal alkaline phosphatase activity. purified bovine IAP, CDP-star luminescence, 30 min; hits give high values; fold of DMSO-control signal, blank-subtracted. activation factor at 20 µM. hit rate 0.17% among 200,000;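 active = activation factor of 2 or more at 20 µM, a signal rise over negative controls twice the positive control's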
STAT3 act – increases IL-6 driven STAT3 reporter signal. U3A cells, IL-6 STAT3-luciferase reporter, luminescence; 100% = signal with IL-6 EC80 alone. activation (% of control), % at 5.6 µM. hit rate 0.91% among 190,000. AID 871;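 active = activation above the screen-wide mean of compound activation plus 3 SD, cut at about 130% in these data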;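 also: 0% = background luminescence of wells with medium and substrate only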
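Material: STAT3-luciferase reporter U3A cells. Controls: IL-6-treated wells, 100% activation. Read-out: % activation versus median of IL-6-stimulated wells. Probe or stimulus: IL-6 stimulus at 33 ng/mL final. Timing: compound 1 h, then IL-6 6 h at 37 °C. Signal: reporter luminescence signal.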
STAT3 inh – reduces IL-6 driven STAT3 reporter signal | U3A cells, IL-6 STAT3-luciferase reporter, luminescence; host cell line lacks STAT1 | inhibition, % at 5.5 µM | hit rate 0.89% among 190,000;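 active = inhibition above the mean inhibition across all screened compounds plus 3 SD, cut at about 44% in these data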;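 also: 0% = DMSO only wells and 100% = 100 µM nifuroxazide control wells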
ROMK mod – modulators of human ROMK potassium channel. Tet-inducible ROMK, thallium flux fluorescence; actives lie on both sides. B-score at 10 µM. hit rate 2% among 130,000;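 active = signal ratio slope over the read window, or its plate-corrected B-score, at least 3 SD from the plate mean, either direction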;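 also: B-score of the F/F0 ratio slope over 7 to 12 s after thallium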
Target sequence (P48048 whole entry, looked up): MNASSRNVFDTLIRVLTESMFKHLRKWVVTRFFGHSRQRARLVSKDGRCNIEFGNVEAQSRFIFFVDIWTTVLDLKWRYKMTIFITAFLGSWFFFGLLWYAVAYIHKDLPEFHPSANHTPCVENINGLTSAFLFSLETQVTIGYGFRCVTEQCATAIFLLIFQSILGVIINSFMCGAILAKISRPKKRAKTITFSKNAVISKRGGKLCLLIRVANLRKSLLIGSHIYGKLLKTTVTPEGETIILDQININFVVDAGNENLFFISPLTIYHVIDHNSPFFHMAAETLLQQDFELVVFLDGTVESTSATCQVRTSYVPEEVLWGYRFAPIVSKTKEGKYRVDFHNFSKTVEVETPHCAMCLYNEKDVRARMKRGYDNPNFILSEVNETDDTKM
SRC2 TRFRET art – flags TR-FRET format artefacts in PPARgamma SRC-2 recruitment agonist screen; AID 1049; hit rate 0.4% among 200,000; TR-FRET artefact counter-screen; hits give high values; TR-FRET ratio at 8 µM; in the data active = TR-FRET ratio above about 2000; also: inactives centre near 1500
PPARg SRC1 recr – promotes SRC-1 coactivator recruitment by human PPARgamma; P37231; PPARgamma-SRC-1 coactivator recruitment biochemical assay; hit rate 0.41% among 200,000; activation, % at 8 µM; in the data active = activation above about 19%;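 also: 0% = DMSO and 100% = reference agonist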
Target sequence (P37231 whole entry, looked up): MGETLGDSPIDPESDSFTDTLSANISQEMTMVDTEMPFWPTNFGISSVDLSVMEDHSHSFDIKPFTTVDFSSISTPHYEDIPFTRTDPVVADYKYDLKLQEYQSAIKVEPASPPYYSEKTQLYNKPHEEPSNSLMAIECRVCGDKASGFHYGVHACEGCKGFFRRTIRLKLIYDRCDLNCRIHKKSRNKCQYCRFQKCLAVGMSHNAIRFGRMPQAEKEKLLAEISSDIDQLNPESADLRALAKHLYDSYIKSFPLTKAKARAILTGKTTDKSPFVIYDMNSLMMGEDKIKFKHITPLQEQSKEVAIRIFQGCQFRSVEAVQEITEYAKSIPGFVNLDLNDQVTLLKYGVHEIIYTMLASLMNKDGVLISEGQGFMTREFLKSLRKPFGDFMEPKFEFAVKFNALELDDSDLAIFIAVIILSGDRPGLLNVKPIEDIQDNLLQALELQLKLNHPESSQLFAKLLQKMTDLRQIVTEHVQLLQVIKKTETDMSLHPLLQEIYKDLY
PPARg SRC-2 ag – agonists of SRC-2 recruitment by human PPARgamma | hit rate 0.34% among 200,000 | AID 1032 | PPARgamma LBD-SRC-2 recruitment, biochemical | activation, % at 8 µM; in the data active = activation above about 22%;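 also: 0% = vehicle and 100% = reference agonist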
TNAP act hiacc – increases human TNAP activity under high phosphate acceptor concentration; purified TNAP, CDP-star luminescence, 1 M DEA, 30 min; hits give high values; 0 = EDTA background, 1 = DMSO-only activity; activation factor at 20 µM; 200,000 tested, under 10 active;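 active = activation factor at least 2 at 20 µM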
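Test system – human TNAP · Doses – 20 µM single point · Incubation – 30 min, room temperature · Signal – luminescent substrate turnover signal · Read-out basis – activation factor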
PPARg SRC-3 ag – PPARgamma-driven SRC-3 recruitment agonism; P37231; biochemical PPARgamma/SRC-3 coactivator recruitment assay; activation, % at 8 µM; hit rate 0.26% among 200,000; in the data active = activation above about 23%;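 also: 0% = DMSO and 100% = reference agonist; some compounds past the cut are filed as inactive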
* marks the source's active call; other numbers are inactive results; . = not tested or not shown. Rows were taken by chance (roughly 3.7% active in at least one column).

Preview:
SMILES | bIAP inhibitor | STAT3 inh | STAT1 blocker | bIAP activator | STAT3 act | PPARg SRC-2 ag | PPARg SRC1 recr | SRC2 TRFRET art | TNAP act hiacc | ROMK mod | PPARg SRC-3 ag
O=C(Nc1cccc(Cl)c1)c1ccc2c(c1)SC1=NS(=O)(=O)CCN12 | -8 | 3 | 11 | 1.1 | 101 | -1 | -1 | 1557 | 1 | -0.69 | -3
O=C(NCCN1CCOCC1)c1ccc(-c2ccccc2)cc1 | 10 | -2 | -4 | 0.9 | 104 | 6 | -1 | 1509 | 1 | . | -4
COc1ccc2[nH]c(C)c(CCNC(=S)Nc3cc(C)cc(C)c3)c2c1 | -35 | 20 | -3 | 1.4 | 83 | 3 | 4 | 1557 | 1 | 0.14 | 4

All compounds of this part, repeating the preview:
SMILES | bIAP inhibitor | STAT3 inh | STAT1 blocker | bIAP activator | STAT3 act | PPARg SRC-2 ag | PPARg SRC1 recr | SRC2 TRFRET art | TNAP act hiacc | ROMK mod | PPARg SRC-3 ag
O=C(Nc1cccc(Cl)c1)c1ccc2c(c1)SC1=NS(=O)(=O)CCN12 | -8 | 3 | 11 | 1.1 | 101 | -1 | -1 | 1557 | 1 | -0.69 | -3
O=C(NCCN1CCOCC1)c1ccc(-c2ccccc2)cc1 | 10 | -2 | -4 | 0.9 | 104 | 6 | -1 | 1509 | 1 | . | -4
COc1ccc2[nH]c(C)c(CCNC(=S)Nc3cc(C)cc(C)c3)c2c1 | -35 | 20 | -3 | 1.4 | 83 | 3 | 4 | 1557 | 1 | 0.14 | 4
Cc1ccc(C(=O)COC(=O)CCC(=O)Nc2cc(Cl)ccc2Cl)cc1[N+](=O)[O-] | 0 | 4 | 2 | 1 | 101 | 3 | -4 | 1618 | 1 | . | -2
Cc1c(NC(=O)CSc2nnc(COc3ccccc3)n2-c2ccccc2)c(=O)n(-c2ccccc2)n1C | -10 | 16 | -6 | 1.1 | 96 | 4 | 7 | 1561 | 1 | . | 1
COc1cc(OC)c(C2=NOC(C(=O)Nc3c(C)n(C)n(-c4ccccc4)c3=O)C2)cc1Cl (centres undefined) | 5 | 14 | -2 | 1 | 92 | -3 | 3 | 1701 | 1.1 | -0.011 | 2
COc1cc(NC(=O)C2CCCCC2)c(OC)cc1NC(=O)CN1CCCCC1 | -5 | 13 | -6 | 1.1 | 90 | 5 | -3 | 1560 | 1 | -0.96 | -4
Cc1nc2c3ccccc3nc(SCC(=O)N3CC(C)CC(C)C3)n2n1 (centres undefined) | 0 | -1 | 6 | 1 | 98 | 7 | 10 | 1514 | 1 | 0.26 | 4
Cc1ccc(OCc2nnc(SCC(=O)Nc3ccc4c(c3)OCCO4)n2Cc2ccco2)cc1 | -11 | 1 | 1 | 1.1 | 99 | 1 | 2 | 1417 | 1.1 | . | -5
COc1cc(C(=O)OCn2nnc3ccccc3c2=O)cc(OC)c1OC | 8 | -11 | 11 | 0.9 | 112 | 4 | 6 | 1607 | 1 | . | -2
S=C(Nc1ccc(Cc2ccncc2)cc1)Nc1cccc(Cl)c1 | 2 | 9 | 13 | 1 | 93 | -2 | 1 | 1440 | 1 | -1.7 | 0
CCn1cc(C(=O)Nc2ccc(F)c(F)c2)cn1 | 1 | 25 | 6 | 1 | 79 | 6 | 9 | 1568 | 1 | -0.046 | 1
CCCCn1c(SCC(N)=O)nc2c(sc3ccccc32)c1=O | 1 | 9 | -6 | 1 | 92 | 6 | 3 | 1589 | 1 | -0.77 | 5
COC(=O)c1sc2ccccc2c1-n1cccc1C(=O)C(=O)Nc1ccc(F)cc1 | 9 | -8 | -7 | 0.9 | 108 | 0 | 1 | 1450 | 1 | . | -7
CCc1c(C)nc(SC(C(=O)O)c2ccccc2)c(C#N)c1C (centres undefined) | -16 | 1 | 6 | 1.2 | 98 | -2 | 0 | 1513 | 1 | . | -5
N#Cc1nc(COc2ccccc2)oc1N1CCN(Cc2ccccc2)CC1 | -7 | 13 | -5 | 1.1 | 95 | 4 | 8 | 1542 | 1.1 | -0.84 | 4
CCOCCCNC(=O)Cc1cc(=O)[nH]c(=O)[nH]1 | 11 | -3 | -6 | 0.9 | 102 | 0 | 4 | 1569 | 1 | . | 7
O=C1[C@H]2[C@H](ON3CCCC[C@H]23)C(=O)N1c1cccc(C(F)(F)F)c1 | 9 | 1 | 2 | 0.9 | 101 | 6 | 1 | 1477 | 1 | 0.67 | 4
O=C(c1cccs1)N1CCCC1 | 12 | -2 | 2 | 0.9 | 104 | 3 | 2 | 1650 | 1 | 0.028 | 10
CN(c1ccccc1C(=O)O)S(C)(=O)=O | -4 | 2 | -3 | 1 | 101 | 5 | -3 | 1616 | 1.1 | . | 3
O=C(Nc1cc(SCC(O)CO)cc([N+](=O)[O-])c1)c1ccc(-n2cnnn2)cc1 (centres undefined) | -12 | 3 | -4 | 1.1 | 107 | 59* | 62* | 1611 | 1 | 0.87 | 28*
Cc1cc(C)n(-c2ccc(F)cc2CN2CCN(C3CCCC3)C(CCO)C2)n1 (centres undefined) | -2 | 3 | -8 | 1 | 102 | -6 | -2 | 1474 | 1 | 0.5 | -4
COc1ccc(Cn2nnnc2C(c2cc3ccc(OC)cc3[nH]c2=O)N2CCC(C)CC2)cc1 (centres undefined) | -1 | 4 | 3 | 1 | 102 | 8 | -5 | 1467 | 1 | 1.1 | -3
CCn1c2ccccc2c2cc(NS(=O)(=O)c3ccc(C)cc3)ccc21 | 21 | -2 | -6 | 0.8 | 110 | -5 | -2 | 1439 | 1 | . | -1
Cc1ccc2nc3c(cc2c1)c(NC(=O)C1CCCO1)nn3CC(C)C (centres undefined) | -28 | 21 | 8 | 1.3 | 86 | 4 | 1 | 1520 | 1 | -0.091 | 1
CC1C/C=C/C=C/C=C/C=C/C(O[C@@H]2O[C@H](C)[C@@H](O)[C@H](N)[C@@H]2O)CC2OC(O)(CC(O)CC3OC3/C=C/C(=O)O1)CC(O)C2C(=O)O (some centres undefined) | 12 | -6 | -8 | 0.9 | 107 | 6 | 8 | 1558 | 1 | 1.1 | 1
COc1ccc(CC(=O)NCc2n[nH]c(=S)n2-c2cccc(Cl)c2)cc1 | 21 | 2 | 14 | 0.8 | 99 | -5 | 6 | 1776 | 1 | -0.44 | 4
COc1ccc(-c2ccc(SCC(=O)Nc3nnc(C)s3)nn2)cc1 | -6 | 5 | -20 | 1.1 | 100 | 9 | 6 | 1799 | 0.9 | 0.45 | 3
Cc1cc(C(C)(C)C)ccc1OCCN1CCCC1 | -6 | 6 | 12 | 1.1 | 101 | 4 | -1 | 1636 | 1 | 0 | -7
Cc1ccccc1Oc1nc2ccccc2n2cnnc12 | 0 | 14 | 6 | 1 | 95 | 2 | -5 | 1490 | 1 | -0.021 | -3
O=C(Nc1ccc(CN2CCOCC2)cc1)c1ccc(-c2cccc(Cl)c2)o1 | -6 | 39 | -7 | 1.1 | 72 | -7 | 4 | 1519 | 1 | . | 10
CCCCCC(=O)NCC(C)NC(=O)CCCCC (centres undefined) | 28 | -6 | -1 | 0.7 | 106 | 10 | 0 | 1674 | 1 | -0.16 | 6
COc1ccc(-c2nc3ccccc3o2)cc1NC(=O)CSc1ccc(Cl)cc1 | 8 | 7 | 8 | 0.9 | 91 | 3 | 7 | 1545 | 1 | . | 6
Cn1c(=O)c2c(ncn2CC(=O)N2CCOCC2)n(C)c1=O | 12 | -11 | 6 | 0.9 | 110 | 3 | 3 | 1471 | 1 | . | -5
OC(c1ccc(Cl)cc1)C(O)c1nc2ccccc2[nH]1 (centres undefined) | -9 | 7 | 5 | 1.1 | 99 | -6 | -2 | 1555 | 1 | -0.0035 | -8
Cc1ccc2c(c1)[nH]c1c(=O)n(CCN3CCCCC3)cnc12 | 14 | -5 | 1 | 0.9 | 108 | -1 | -3 | 1539 | 1.1 | . | 6
CCCCN1CC2([N+](=O)[O-])C=CC(=O)C([N+](=O)[O-])(C1)C2CC(=O)c1ccccc1 (centres undefined) | 4 | -1 | -5 | 1 | 102 | -5 | 5 | 1342 | 0.9 | -0.23 | 0
COc1ccc(C(=O)NCCn2cc(SCC(=O)Nc3nnc(C)s3)c3ccccc32)cc1 | . | -16 | -11 | . | 117 | -1 | 1 | 1677 | . | 0.2 | 5
O=C1C2C3CCC(C3NCc3ccccc3)C2C(=O)N1Cc1ccccc1 (centres undefined) | 1 | 6 | 5 | 1 | 99 | -9 | 6 | 1374 | 1 | . | -13
Nc1ccc(C(=O)NCC2(c3ccccc3)CCCC2)cc1 | 11 | -7 | 1 | 0.9 | 110 | -10 | 2 | 1489 | 1 | -0.36 | -3
CNc1nc(-c2ccccc2)cc(C(F)(F)F)c1C#N | 3 | 9 | 2 | 1 | 100 | 9 | 5 | 1711 | 1 | . | 9
S=C(NCc1ccco1)Nc1ccc2c(c1)OCCO2 | -5 | 26 | -13 | 1.1 | 84 | 1 | -8 | 1827 | 1 | 0.9 | 6
CC(=O)NCC1CCCN(c2nc3nonc3nc2N(C)Cc2ccccc2)C1 (centres undefined) | -6 | -3 | -17 | 1.1 | 106 | -2 | -3 | 1320 | 1 | 0.37 | -1
O=C(NC(=S)Nc1ccc(CN2CCCCC2)cc1)c1cccc(OCc2ccccc2)c1 | 33 | 1 | 1 | 0.7 | 104 | 6 | 0 | 1589 | 1.1 | 0.14 | 2
CCOc1ccc(C(=O)N/N=C/c2ccccc2[N+](=O)[O-])cc1 | -101 | 10 | -38 | 2* | 95 | 8 | 5 | 1445 | 1 | 0.15 | 3
COC(=O)Cc1ccc(NC(=O)c2ccccc2Br)cc1 | -7 | 14 | 0 | 1.1 | 92 | -1 | -3 | 1803 | 1 | -1.1 | 3
CCOC(=O)C1=C(C)N(c2ccc(OC)cc2)C(=O)/C1=C\c1cccs1 | -6 | -2 | 8 | 1.1 | 104 | 6 | 1 | 1655 | 0.9 | . | 0
COc1ccc(C(=O)NC(Cc2ccccc2)c2ccc3c(c2)OCCCO3)cc1 (centres undefined) | 2 | -8 | -2 | 1 | 105 | 4 | -2 | 1552 | 1 | 0.008 | -14
O=S(=O)(NCc1ccncc1)c1ccccc1 | 2 | 32 | 12 | 1 | 72 | 0 | 2 | 1386 | 1 | -0.49 | 5
CCOC(=O)c1c(N)n(-c2ccc(N)cc2)c2nc3ccccc3nc12 | 9 | -11 | 6 | 0.9 | 113 | -5 | 0 | 1573 | 1 | 0.23 | 2
CCOc1ccc(NC(=O)CC2C(=O)N(C)C(=S)N2CCCc2ccccc2)cc1 (centres undefined) | -8 | -8 | 4 | 1.1 | 105 | -2 | 1 | 1416 | 1.1 | -0.37 | 0

From PubChem BioAssay
